# All columns: NCI-60 one-dose screen, growth in % after 48 h at 10 µM unless noted; 100 = growth as untreated, 0 = no growth, -100 = all killed.
# SN12C: SN12C renal cancer cells | 3.8% of 81,000 active | AID 1794767
# SW-620: SW-620 colon cancer; AID 1794795; 5.2% of 82,000 active
# HCT-116: HCT-116 colon cancer | 7.3% of 82,000 active | AID 1794798
# TK-10: TK-10 renal cancer cells | 3.9% of 81,000 active | AID 1794769
# UO-31: UO-31 renal cancer; AID 1794768; 5.2% of 81,000 active
# HT29: HT29 colon cancer. 7.4% of 81,000 active. AID 1794748
# HCC-2998: HCC-2998 colon cancer; 4.7% of 79,000 active
# 786-0: 786-0 renal cancer cells; 5.1% of 81,000 active
# HCT-15: HCT-15 colon cancer; 5.2% of 82,000 active
# * hit, by the source's call; . = no result given; [ ] = dose if it differs, or a comment. Rule for the calls: active = growth percent below 10; inactive = the rest. This is a random part of the collection; any-hit rate near 12%.
SMILES,SN12C,SW-620,HCT-116,TK-10,UO-31,HT29,HCC-2998,786-0,HCT-15
c1cc(CNC23CC4CC(CC(C4)C2)C3)cc(C[N+](Cc2cccc(CNC34CC5CC(CC(C5)C3)C4)c2)(Cc2cccc(CNC34CC5CC(CC(C5)C3)C4)c2)Cc2cccc(CNC34CC5CC(CC(C5)C3)C4)c2)c1 (stereo not given),8.0*[42 µM],21[42 µM],-3.6*[42 µM],27[42 µM],-8.1*[42 µM],-5.7*[42 µM],34[42 µM],18[42 µM],3.2*[42 µM]
CCN1C(=O)/C(=C/c2ccc(Cl)cc2)SC1=S,95,104,99,95,104,83,107,101,101
CC(C)=C[C@@H]1CC2Cc3cc(Cl)ccc3N1O2 (stereo not given in full),98,106,95,100,75,.,93,100,86
Cn1cc(-c2nn3cc(-c4ccccc4)nc3s2)c2ccccc21,79,44,69,96,43,44,86,99,45
O=C(O)c1cccc(N/C=C/C(=O)c2cc3cc(Br)ccc3oc2=O)c1,94,98,93,119,75,108,105,99,93
CS(=O)(=O)ON1C(=O)c2ccccc2C1=O,104,101,99,112,94,106,121,96,98
O=[N+]([O-])c1ccc(S(=O)(=O)N/N=C/c2ccc3c(c2)OCO3)cc1,95,95,106,121,105,108,110,105,118
CCCNC(=O)Oc1ccc(/C(=C(/CC)Cc2ccccc2)c2ccc(OCCN3CCCCC3)cc2)cc1,97,99,90,91,75,69,95,98,80
NC(=O)c1cccc(-n2ccc3cc(NC(=O)c4ccc(Cl)c(Cl)c4)ccc32)n1,95,105,99,98,84,91,116,81,80
Cn1ncc2c(N)ncnc21,93,101,101,111,89,105,103,102,100
CCC(C)C(NC(=O)CN1C(=O)/C(=C/C(C)=C/c2ccccc2)SC1=S)C(=O)O (stereo not given),91,95,104,108,73,118,107,106,112
Fc1cc(-c2nn(CN3CCOCC3)c(=S)n2/N=C/c2ccc(Cl)cc2)c(Cl)cc1Cl,127,109,87,117,87,121,130,96,106
O=C(Nc1nc(-c2cccnc2)nc2c1sc(=S)n2-c1ccc(F)cc1)C(F)(F)F,92,100,91,114,93,98,106,94,103
c1ccc2c(c1)Oc1ccccc1C2C1c2ccccc2Oc2ccccc21,101,98,84,93,74,83,100,94,93
CCN(CC)CCNC(=O)c1cc(Br)c(N)cc1OC,98,101,104,120,78,101,103,103,101
COc1ccc(/C=N/n2cnc3c(c(C)nn3-c3ccccc3)c2=N)cc1,99,104,95,115,87,99,108,88,91
COc1cc(CC2COC(=O)C2(O)Cc2ccc(O)c(OC)c2)ccc1O (stereo not given),90,95,69,86,80,96,82,93,80
NS(=O)(=O)c1ccc(-n2nc(-c3ccc(C4CCCCC4)cc3)ccc2=O)cc1,93,105,96,100,89,101,103,104,82
O=C1c2cc(Br)ccc2Oc2cc([N+](=O)[O-])ccc2N1c1ccc(Cl)cc1F,90,92,73,107,68,84,102,95,68
O=S(=O)(NCCNc1nccc(-c2c(-c3cccc(F)c3)nc3sccn23)n1)c1ccc(Cl)cc1,49,60,34,88,24,36,83,51,32
Clc1cccc(Cc2cnc(Nc3ccccn3)s2)c1Cl,93,98,98,108,61,103,109,100,101
CCOC(=O)C(C#N)=C1CCN(C)CC1,97,97,103,108,88,113,.,110,100
CCC(c1ccccc1)C(CC)c1ccc(O)c(O)c1 (stereo not given),92,97,88,106,74,104,98,99,91
CC(=O)OCC(=O)NCCCOc1cccc(CN2CCCCC2)c1,102,105,103,114,76,105,105,100,104
C=CCc1c(C)ccc(C)c1O,106,101,106,103,83,100,98,105,100
Cc1nn(CO)c(C)c1Br,102,111,110,119,93,109,97,99,109
O=C(N/N=C(/C(=N/NC(=O)c1ccccc1)c1ccccc1)c1ccccc1)c1ccccc1,89,87,90,106,89,84,64,85,86
O=C(Nc1ccc2c(O)cc(S(=O)(=O)O)cc2c1)Nc1ccc2c(O)c(N=Nc3ccc4cc(S(=O)(=O)O)ccc4c3)c(S(=O)(=O)O)cc2c1,106,111,109,102,91,113,107,109,101
CS(=O)(=O)c1ccc(-n2cc(/C=N/O)c(-c3ccc(Cl)cc3)n2)cc1,110,107,108,111,98,103,110,105,99
C=C1CCC2C3(C)COC(c4ccccc4F)OC3CCC2(C)C1C/C=C1/C(=O)OCC1O (stereo not given),-41*,-68*,-68*,-67*,-96*,-15*,-74*,-87*,-20*
Clc1ccc(Cc2nnc3sc(-c4ccc5c(c4)OCCO5)nn23)cc1,105,103,99,102,76,118,108,107,99
O=C1C(Nc2ccc(S(=O)(=O)Nc3nccs3)cc2)=C(I)C(=O)c2ncccc21,95,98,106,118,72,113,100,107,100
COc1ccc(-c2nn(-c3ccccc3)cc2/C=C/C(=O)NNC(=O)Nc2ccc(Cl)cc2)cc1,96,96,79,110,74,112,105,95,94
CN1C(=S)N(C)C2NC(=NCCO)NC21 (stereo not given),99,93,106,103,82,97,102,99,97
Nc1nc(N)c(N=Nc2ccc(S(=O)(=O)Nc3ccccn3)cc2)c(=O)[nH]1,104,109,102,110,84,109,98,110,97
N#Cc1c(-c2cccc(Cl)c2)cc(-c2cccc(F)c2)[nH]c1=O,91,97,89,94,81,107,106,90,90
CSc1ccc(Cl)c(C(=O)Nc2sccc2C(N)=O)c1,94,96,109,158,81,118,102,94,99
Cc1cc(C)nc(/N=C(\N)Nc2ccc(S(=O)(=O)Nc3nc(C)cc(C)n3)cc2)n1,111,109,110,105,85,116,113,111,104
N#Cc1c(-c2ccc(Br)cc2)cc(-c2c[nH]c3ccccc23)nc1-c1c[nH]c2ccccc12,96,105,104,147,71,108,115,102,98
O=COCc1ccccc1,100,104,99,105,97,117,102,110,102
O=C1c2cc(Cl)ccc2OC2CCON12 (stereo not given),123,105,97,113,86,109,104,100,95
O=S(=O)(O)c1ccc(N=Nc2ccc(N=Nc3cccc4ccccc34)c(S(=O)(=O)O)c2)cc1,102,96,102,112,84,105,108,107,114

# In a second layout: entries from further up
structure | SN12C | SW-620 | HCT-116 | TK-10 | UO-31 | HT29 | HCC-2998 | 786-0 | HCT-15
CCOC(=O)C(C#N)=C1CCN(C)CC1 | 97 | 97 | 103 | 108 | 88 | 113 | . | 110 | 100
CCC(c1ccccc1)C(CC)c1ccc(O)c(O)c1 (stereo not given) | 92 | 97 | 88 | 106 | 74 | 104 | 98 | 99 | 91
CC(=O)OCC(=O)NCCCOc1cccc(CN2CCCCC2)c1 | 102 | 105 | 103 | 114 | 76 | 105 | 105 | 100 | 104
C=CCc1c(C)ccc(C)c1O | 106 | 101 | 106 | 103 | 83 | 100 | 98 | 105 | 100
Cc1nn(CO)c(C)c1Br | 102 | 111 | 110 | 119 | 93 | 109 | 97 | 99 | 109
O=C(N/N=C(/C(=N/NC(=O)c1ccccc1)c1ccccc1)c1ccccc1)c1ccccc1 | 89 | 87 | 90 | 106 | 89 | 84 | 64 | 85 | 86
O=C(Nc1ccc2c(O)cc(S(=O)(=O)O)cc2c1)Nc1ccc2c(O)c(N=Nc3ccc4cc(S(=O)(=O)O)ccc4c3)c(S(=O)(=O)O)cc2c1 | 106 | 111 | 109 | 102 | 91 | 113 | 107 | 109 | 101
CS(=O)(=O)c1ccc(-n2cc(/C=N/O)c(-c3ccc(Cl)cc3)n2)cc1 | 110 | 107 | 108 | 111 | 98 | 103 | 110 | 105 | 99
C=C1CCC2C3(C)COC(c4ccccc4F)OC3CCC2(C)C1C/C=C1/C(=O)OCC1O (stereo not given) | -41* | -68* | -68* | -67* | -96* | -15* | -74* | -87* | -20*
Clc1ccc(Cc2nnc3sc(-c4ccc5c(c4)OCCO5)nn23)cc1 | 105 | 103 | 99 | 102 | 76 | 118 | 108 | 107 | 99
O=C1C(Nc2ccc(S(=O)(=O)Nc3nccs3)cc2)=C(I)C(=O)c2ncccc21 | 95 | 98 | 106 | 118 | 72 | 113 | 100 | 107 | 100
COc1ccc(-c2nn(-c3ccccc3)cc2/C=C/C(=O)NNC(=O)Nc2ccc(Cl)cc2)cc1 | 96 | 96 | 79 | 110 | 74 | 112 | 105 | 95 | 94
CN1C(=S)N(C)C2NC(=NCCO)NC21 (stereo not given) | 99 | 93 | 106 | 103 | 82 | 97 | 102 | 99 | 97
Nc1nc(N)c(N=Nc2ccc(S(=O)(=O)Nc3ccccn3)cc2)c(=O)[nH]1 | 104 | 109 | 102 | 110 | 84 | 109 | 98 | 110 | 97

# 3 compounds from above, arranged by formula weight, ascending:
SMILES,SN12C,SW-620,HCT-116,TK-10,UO-31,HT29,HCC-2998,786-0,HCT-15
Cn1cc(-c2nn3cc(-c4ccccc4)nc3s2)c2ccccc21,79,44,69,96,43,44,86,99,45
COc1ccc(/C=N/n2cnc3c(c(C)nn3-c3ccccc3)c2=N)cc1,99,104,95,115,87,99,108,88,91
C=C1CCC2C3(C)COC(c4ccccc4F)OC3CCC2(C)C1C/C=C1/C(=O)OCC1O (stereo not given),-41*,-68*,-68*,-67*,-96*,-15*,-74*,-87*,-20*
